# Compound activity deposited in PubChem by Broad Institute.
# S100A4 inh HTS: inhibitors of S100A4-myosin IIA peptide binding, primary screen, biochemical, fluorescence polarization, TAMRA-MyoIIA peptide; AID 652163, 2013; inhibition, % at 10.7 µM; Protein S100-A4 (Homo sapiens), P26447; 360,000 tested, 0.14% active;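 active = mean inhibition of at least 70% across replicates, with every replicate also reaching that level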
# Target sequence (P26447 whole entry, looked up): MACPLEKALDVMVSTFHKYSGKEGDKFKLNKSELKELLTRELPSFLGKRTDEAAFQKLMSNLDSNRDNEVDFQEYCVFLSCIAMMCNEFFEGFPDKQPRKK
#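 Material: S100A4 monomer protein | Medium: HEPES pH 7.2 with CaCl2, KCl, NaCl, DTT, Triton | Reagent: Labelled myosin peptide probe, 5 nM | Doses: One dose per compound | Times: 5 min incubation before reading | Benchmarks: Neutral control DMSO, positive control TFP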
# EWS-Fli block: EWS/Fli-driven NR0B1 reporter inhibitors, primary screen, A673 cells, NR0B1 luciferase, luminescence, MLPCN library. 350,000 tested, 0.67% active. inhibition, % at 12.6 µM. viability-normalised;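 active = mean inhibition of at least 50% after viability correction, with every replicate also passing that limit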;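 note: firefly luciferase signal divided by Alamar Blue viability fluorescence both relative to DMSO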
# FN deposit inh: inhibitors of fibronectin matrix deposition, primary screen, AH1F cells, Alexa488-fibronectin fluorescence, plate reader; AH1F fibroblasts, overnight; inhibition, % at 12.6 µM; 350,000 tested, 0.086% active; AID 743247, 2014;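 active = mean inhibition across replicates of 30% or more, regardless of how many single replicates reach that level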;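 note: positive control wells lacked labelled fibronectin entirely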
#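 material = AH1F fibroblast monolayer depositing Alexa488-labelled fibronectin into matrix | amount = 10000 AH1F cells/well | buffer or medium = DMEM plus 2% serum, read in PBS | incubation = 1 h cell adhesion before compound, then overnight fibronectin incubation | detection = fluorescence at 485 nm excitation, 525 nm emission | evaluation = percent inhibition as loss of matrix-bound fibronectin fluorescence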
# PGC1a acetyl inh: inhibitors of PGC1a acetylation signal, primary screen, cell-based, U2OS, AlphaScreen, inhibitor mode; 350,000 tested, 0.17% active; inhibition, % at 15.6 µM; AlphaScreen anti-acetyl-lysine; with virally co-expressed GCN5 acetyltransferase; AID 651687, 2012;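 active = every replicate shows inhibition of at least 40%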;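 note: 0% = neutral control wells and 100% = positive control wells; some results beyond the cut were filed as inactive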
# LGR2 antag: inhibitors of bursicon-induced LGR2 CRE-luciferase signal, primary screen, cell-based, HEK293, CRE-luciferase reporter, bursicon stimulation; Drosophila bursicon receptor LGR2 (rickets); bursicon-stimulated, 4 h; inhibition, % at 9.99 µM; 380,000 tested, 0.35% active; AID 720647, 2013;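 active = drop in luminescence signal, shown as inhibition above about 50% in the replicate tests, limit read from the data, passing the limit was not always enough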;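 note: agonist challenge used bursicon conditioned medium at about half maximal strength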
# PglD DTNB: C. jejuni PglD acetyltransferase inhibitors, primary screen, biochemical, DTNB colorimetric, single point; purified PglD enzyme, DTNB colorimetric CoA detection; inhibition, % at 12.5 µM; 360,000 tested, 0.098% active; AID 602405, 2012; in the data active = inhibition above about 16%, passing the limit was not always enough; note: strong numbers were not always called active
# ERAP1 HTS inh: human ERAP1 aminopeptidase inhibitors, primary screen, biochemical, single point, plate reader. Endoplasmic reticulum aminopeptidase 1 (Homo sapiens), Q9NZ08. recombinant ERAP1, Leu-AMC fluorescence, 60 min. inhibition, % at 10.7 µM. 340,000 tested, 0.15% active;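 active = mean replicate inhibition of at least 30%, or all replicates individually reaching that 30% level; inactive = mean below 30% and not every replicate reaching it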;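 note: 0% = neutral control wells and 100% = L-leucinethiol positive control wells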
# Target sequence (Q9NZ08 whole entry, looked up): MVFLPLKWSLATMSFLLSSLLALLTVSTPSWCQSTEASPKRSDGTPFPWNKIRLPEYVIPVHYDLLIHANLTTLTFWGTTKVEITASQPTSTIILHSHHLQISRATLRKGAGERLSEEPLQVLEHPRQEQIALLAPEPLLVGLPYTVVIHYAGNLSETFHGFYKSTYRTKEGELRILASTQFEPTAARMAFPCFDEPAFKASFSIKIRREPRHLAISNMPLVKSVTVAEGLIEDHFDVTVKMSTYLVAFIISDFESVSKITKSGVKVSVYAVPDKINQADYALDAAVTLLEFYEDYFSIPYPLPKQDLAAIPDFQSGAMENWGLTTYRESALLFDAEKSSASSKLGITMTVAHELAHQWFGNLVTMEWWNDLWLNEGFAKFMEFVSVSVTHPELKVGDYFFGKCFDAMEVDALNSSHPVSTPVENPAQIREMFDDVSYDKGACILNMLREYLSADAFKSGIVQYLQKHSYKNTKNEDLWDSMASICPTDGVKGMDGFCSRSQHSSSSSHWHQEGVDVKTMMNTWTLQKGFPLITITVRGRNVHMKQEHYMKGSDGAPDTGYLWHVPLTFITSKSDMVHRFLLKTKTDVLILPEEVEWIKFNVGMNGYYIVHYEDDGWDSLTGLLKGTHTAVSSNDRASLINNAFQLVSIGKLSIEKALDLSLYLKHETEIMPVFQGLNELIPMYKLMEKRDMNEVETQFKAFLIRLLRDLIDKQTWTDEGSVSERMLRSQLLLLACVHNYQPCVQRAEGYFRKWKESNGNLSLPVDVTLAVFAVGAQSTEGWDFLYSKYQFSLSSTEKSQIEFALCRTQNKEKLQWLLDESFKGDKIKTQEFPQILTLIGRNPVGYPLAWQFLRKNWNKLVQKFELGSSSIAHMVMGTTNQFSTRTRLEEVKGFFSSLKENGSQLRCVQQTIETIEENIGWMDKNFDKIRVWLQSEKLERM
# PAX8 reporter: inhibitors of PAX8-driven TPO luciferase reporter, primary screen, RMG-I cells, single concentration. inhibition, % at 12.6 µM. 360,000 tested, 1.2% active. SteadyGlo, 24 h;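 active = mean replicate inhibition at least 60% with every replicate also reaching 60%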;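 note: luciferase light reporting Pax8 driven TPO promoter activity; plate controls were median of neutral control wells for no effect and mitoxantrone controls for full effect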
# * hit, by the source's call; / = no result given.
SMILES,S100A4 inh HTS,EWS-Fli block,FN deposit inh,PGC1a acetyl inh,LGR2 antag,PglD DTNB,ERAP1 HTS inh,PAX8 reporter
O=C(Cn1nc(Cc2cccnc2)c2ccccc2c1=O)N1CCN(c2ccccn2)CC1,1.4,-3.0,12.2,/,-3.9,3.5,0.3,-3.0
Oc1ccc2ccccc2c1N=Nc1nccs1,5.0,-8.8,7.5,-23.1,-11.2,-4.3,-3.6,90.5*
CC(=O)N1CCN=C1SCc1cccc(C)c1,-2.3,-14.1,2.4,0.3,-7.9,-5.3,2.7,-19.8
CC(=O)c1ccc(NC(=O)CN(c2c(C)cccc2C)S(C)(=O)=O)cc1,4.1,-91.7,-5.3,/,-49.2,-1.7,-0.6,-43.9
CC(C)CNC(=O)c1cc([N+](=O)[O-])ccc1N1CCCCC1,5.2,8.1,4.5,-14.6,-1.0,/,2.0,13.8
C[C@@H]1CN([C@H](C)CO)C(=O)c2cc(-c3cccnc3)cnc2O[C@@H]1CN(C)C(=O)c1cccc(F)c1,0.3,-5.5,-0.1,-10.0,-7.4,-0.3,1.4,/
CCC(C(=O)NCCC(C)C)N(Cc1ccccc1Cl)C(=O)c1snc(C(N)=O)c1N (centres undefined),0.3,10.2,-0.6,5.3,3.0,0.4,3.4,-6.5
Cc1[nH]c2ccc(F)cc2c1CCN(Cc1ccncc1)C(=S)Nc1ccc(F)cc1,-3.6,5.3,-7.5,-60.3,-13.5,0.1,-1.2,24.1
COc1ccc([C@H]2N[C@]3(CCCN(Cc4ccccc4)C3=O)[C@H]3C(=O)N(Cc4ccccc4)C(=O)[C@@H]23)cc1,-2.7,1.7,-7.0,-28.2,1.7,-2.1,-3.4,-5.2
COc1cccc(NC(=O)CN(C)C(=O)CSc2ncnc3sc(C)c(C)c23)c1,-2.0,1.7,-2.4,-3.5,-12.9,12.0,1.0,-1.5
CCCC(=O)Nc1ccc2c(c1)C(=O)N(C)C[C@@H](OC)[C@@H](C)CN(C)[C@H](C)CO2,3.1,-10.1,/,-4.3,4.6,-1.5,-3.5,/
CN(C)C(=O)c1cccc(-c2ccc([C@@H]3[C@H]4CN(C(=O)C5CCCCC5)CC(=O)N4[C@H]3CO)cc2)c1,17.1,-3.4,2.4,3.0,-8.3,/,0.4,5.6
O=C(NC[C@H]1N[C@H](CO)[C@H]1c1ccccc1)c1ccccc1F,2.1,3.1,-1.2,4.1,-18.8,-2.8,-0.8,-14.6
COc1ccc(NC(=O)Nc2ccc3c(c2)[C@@H]2C[C@H](CC(=O)NC4CCCCC4)O[C@H](CO)[C@@H]2O3)cc1,-2.4,-2.1,-0.8,-3.8,-6.9,-0.8,0.4,0.2
CCOC(=O)C[n+]1ccc2c([nH]c3ccccc32)c1C,-6.5,6.7,-2.6,6.4,14.3,1.0,51.2*,-11.2
Cc1cc(C)c(S(=O)(=O)Nc2ccccc2)c(C)c1,8.1,-3.0,0.6,-3.1,6.9,5.0,3.4,15.0
Cc1ccc(Nc2ccc([N+](=O)[O-])cn2)cc1Cl,5.2,-75.1,9.4,-18.9,-55.3,-9.2,18.9,-61.8
CC(C)N(C(=O)[C@H]1C[C@H](CC(=O)NCCCN(C)C)C(=O)N2CCc3c([nH]c4cc(CCC(=O)N(C)C)ccc34)[C@]12C)C(C)C,-0.8,-3.4,-2.8,8.2,-0.1,0.1,-4.2,-5.7
O=C(CSc1nnc(-c2ccncc2)n1-c1ccc(F)cc1)NNC(=O)c1cccc(O)c1,-3.0,-11.8,2.8,-5.9,21.1,3.4,-3.6,3.8
Cc1ccc(S(=O)(=O)N(C)C[C@@H]2Oc3ccc(NC(=O)CCC(F)(F)F)cc3C(=O)N([C@@H](C)CO)C[C@H]2C)cc1,14.9,-0.4,/,25.0,0.1,5.7,-0.7,5.0
CCOC(=O)c1sc2nc(C)nc(SCC(=O)NC3CCS(=O)(=O)C3)c2c1C (centres undefined),7.5,-3.8,0.9,/,-4.8,/,0.3,-2.0
COc1cccc(-c2nnc(NC(=O)c3cccs3)s2)c1,-2.6,-74.5,4.6,-2.6,-53.0,/,-3.9,-195.5
COc1ccc(NC(=O)Nc2ccc3c(c2)C(=O)N([C@@H](C)CO)C[C@H](C)[C@H](CN(C)Cc2ccc(Cl)c(Cl)c2)OCCCC[C@@H](C)O3)cc1,-8.5,-2.1,/,1.0,4.7,3.9,2.2,51.6
COCCn1c(SCC(=O)Nc2cccc(S(N)(=O)=O)c2)nc2cc(Cl)ccc2c1=O,-0.4,12.8,/,15.3,-17.6,/,-2.6,17.7
CCOc1ccccc1C(=O)NCC(=O)NCCSc1ccc(Br)cc1,4.0,5.9,-7.5,-15.1,13.3,3.1,0.0,-10.8

# Five structures from above, arranged by SMILES length, rising:
SMILES,S100A4 inh HTS,EWS-Fli block,FN deposit inh,PGC1a acetyl inh,LGR2 antag,PglD DTNB,ERAP1 HTS inh,PAX8 reporter
Oc1ccc2ccccc2c1N=Nc1nccs1,5.0,-8.8,7.5,-23.1,-11.2,-4.3,-3.6,90.5*
CC(C)CNC(=O)c1cc([N+](=O)[O-])ccc1N1CCCCC1,5.2,8.1,4.5,-14.6,-1.0,/,2.0,13.8
COc1cccc(NC(=O)CN(C)C(=O)CSc2ncnc3sc(C)c(C)c23)c1,-2.0,1.7,-2.4,-3.5,-12.9,12.0,1.0,-1.5
O=C(Cn1nc(Cc2cccnc2)c2ccccc2c1=O)N1CCN(c2ccccn2)CC1,1.4,-3.0,12.2,/,-3.9,3.5,0.3,-3.0
COc1ccc([C@H]2N[C@]3(CCCN(Cc4ccccc4)C3=O)[C@H]3C(=O)N(Cc4ccccc4)C(=O)[C@@H]23)cc1,-2.7,1.7,-7.0,-28.2,1.7,-2.1,-3.4,-5.2

# Additional compounds
SMILES,S100A4 inh HTS,EWS-Fli block,FN deposit inh,PGC1a acetyl inh,LGR2 antag,PglD DTNB,ERAP1 HTS inh,PAX8 reporter
COc1ccc([C@H]2CC(=O)C=C(c3ccc(Cl)cc3C)C2)cc1,10.0,6.7,-3.0,/,10.2,4.0,-4.2,-2.6
COc1cccc(-c2ccc3ncnc(NCc4ccc5c(c4)OCO5)c3c2)c1,1.2,-1.8,7.7,/,/,-0.1,-2.9,-11.1
Cc1ccc(S(=O)(=O)N2[C@H](CC(=O)c3cccc4ccccc34)OC[C@@H]2C(C)C)cc1,-5.9,-1.9,9.7,/,4.7,/,-1.1,1.5
C[C@H](CO)N1C[C@H](C)[C@H](CN(C)C(=O)CN2CCOCC2)Oc2cc(/C=C/c3ccccc3)ccc2S1(=O)=O,7.4,-5.0,/,-18.8,-6.4,0.0,0.5,5.6
COc1ccc(-n2ncc3c2CC(C)(C)CC3NC(=O)CCc2c(C)nn(C)c2C)cc1 (centres undefined),-1.4,0.3,5.3,-0.5,18.4,-1.8,-0.4,-9.5
COc1ccc(C#Cc2ccc([C@@H]3[C@@H](CO)N4C(=O)CN(C(=O)NC(C)C)C[C@@H]34)cc2)cc1,-1.9,-2.9,4.1,4.6,17.5,/,1.1,-11.8
O=C(CC1SC(=Nc2ccc(OC(F)F)cc2)N(CCC2=CCCCC2)C1=O)Nc1ccccc1F (centres undefined),2.0,0.7,0.3,/,-1.8,/,0.1,11.5
O=C(C[C@H]1CC[C@H](NC(=O)c2cccnc2)[C@@H](CO)O1)NCc1ccc(Cl)c(Cl)c1,-5.9,-0.4,/,6.5,6.3,0.0,-2.0,1.8
C[C@H]1CN([C@@H](C)CO)C(=O)c2cc(C3=CCCC3)cnc2O[C@@H]1CN(C)C(=O)c1ccc(F)cc1,0.0,-2.1,/,-5.9,12.7,-0.8,-0.2,10.5
COCn1c(-c2ccccc2)nc2ccccc21,/,/,1.6,-8.7,/,-2.1,/,0.5
Cc1ccc(/C=C2\SC(=S)N(CC3CCCO3)C2=O)o1 (centres undefined),-25.3,-53.2,2.8,9.8,13.0,/,-0.3,-28.4
O=C(c1ccc(N2CCCC2=O)cc1)N1CCN(c2ccc(Cl)cc2)CC1,2.0,/,-4.9,/,-31.7,-0.2,0.9,/
CCCOc1ccc(-c2c(=O)n(O)c3ccccc3[n+]2[O-])cc1,0.1,-41.7,2.8,-4.3,-50.6,-2.1,6.4,-34.7
COC(=O)c1ccc(NC(=O)c2nc(S(=O)(=O)Cc3cccc(C)c3)ncc2Cl)cc1,11.9,/,53.0*,/,6.2,6.0,1.5,25.8
Cc1noc(C)c1COc1ccc(C(=O)OCC(=O)N2CC3(C)CC2CC(C)(C)C3)cc1 (centres undefined),/,/,1.0,-5.2,/,-2.1,/,23.2
C/C(=N\NC(=O)c1ccccc1C)c1cccc([N+](=O)[O-])c1,/,/,-3.8,-6.8,/,0.9,/,-6.7
Brc1cnc(N2CCCCC2)nc1N1CCOCC1,/,/,3.2,10.4,/,-6.1,/,-11.9
Cc1ccc(Cn2nnc3c(=O)[nH]c(C4CCCN(S(=O)(=O)c5ccccc5)C4)nc32)cc1 (centres undefined),-0.7,/,/,3.7,-11.1,-2.4,0.3,/
C[C@@H]1CN([C@H](C)CO)C(=O)c2cc(NC(=O)CCCCCC(=O)Nc3ccccc3N)ccc2O[C@H]1CN(C)S(=O)(=O)c1cn(C)cn1,7.1,0.0,/,9.7,-13.5,/,2.2,-35.7
O=C(N[C@@H]1CC[C@@H](CCNC(=O)C2CCOCC2)O[C@H]1CO)c1ccccn1,4.7,-0.1,-3.1,1.5,-1.7,-1.1,-0.1,-0.3
O=C(Nc1ccc(Cl)cc1)N[C@H]1CC[C@@H](CCNS(=O)(=O)c2ccccc2F)O[C@H]1CO,2.7,1.4,3.4,0.7,5.7,1.8,1.8,10.7
O=C(N/N=C/c1sc(N2CCOCC2)nc1-c1ccccc1)c1ccccc1Cl,-5.6,0.5,-21.8,-7.6,23.8,5.0,-3.4,-7.4
COc1ccc(S(=O)(=O)N2CCCC2CNC(=O)C(=O)NC2CC2)cc1 (centres undefined),5.5,-4.6,9.1,/,9.2,-1.3,0.1,9.6
CC(C)NC(=O)N(C)C[C@@H]1Oc2c(NC(=O)NC3CCCCC3)cccc2C(=O)N([C@H](C)CO)C[C@H]1C,15.9,0.3,/,9.0,8.7,-5.0,1.6,/
Cc1ccc(NC(=O)CSc2nc(N)cc(=O)[nH]2)cc1S(=O)(=O)N1CCOCC1,0.7,9.5,2.5,2.5,0.6,-6.3,/,-0.9
SMILES,S100A4 inh HTS,EWS-Fli block,FN deposit inh,PGC1a acetyl inh,LGR2 antag,PglD DTNB,ERAP1 HTS inh,PAX8 reporter
Cc1ccc(S(=O)(=O)N(C)C)cc1NC(=O)C(C)OC(=O)C1CCCCC1 (centres undefined),2.8,-0.6,3.1,-13.4,6.9,-7.1,1.2,5.2
C[C@H](CO)N1C[C@H](C)[C@@H](CN(C)Cc2ccccc2)Oc2ncc(-c3cccc(F)c3)cc2C1=O,-1.0,-12.8,12.9,0.4,18.2,1.5,-4.3,/
Cc1ccc2c(c1)-c1c(ssc1=S)C(C)(C)N2C(=O)CSC1=NCCS1,-6.2,10.6,/,6.8,14.1,-2.2,2.1,/
O=c1c2ccccc2oc2cc(C#CC3(O)CCCCC3)ccc12,6.2,76.6*,-2.5,-12.4,/,-1.8,-2.0,7.3
O=C(NCCc1cccnc1)c1cc(COc2ccc(F)cc2F)on1,2.7,/,-2.6,6.4,4.3,4.9,-2.8,-13.0
CCN(CC(=O)Nc1c(F)cccc1F)C(=O)Cc1ccc(OC)c(S(=O)(=O)N2CCOCC2)c1,3.8,1.6,2.8,/,-6.1,/,-0.9,-10.2
